Source: PubChem (several laboratories)
H9c2 protect: modulators protecting cardiomyocytes from myocardial damage. 360,000 compounds, 0.63% hits. H9c2 cardiomyocytes, H2O2 injury protection, ATPLite, 2 h. protection from H2O2 cell death, % at 20 µM;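 active = compounds giving at least 50% protection of heart cells from peroxide-induced death in the single-dose screen, raw or plate-pattern-corrected value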;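 also: 0% = DMSO wells with peroxide and 100% = DMSO wells without peroxide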
m5-HT2A agonist: mouse HTR2A agonism via beta-arrestin recruitment | 360,000 compounds, 0.66% hits | AID 624169 | CHO-K1 mHTR2A beta-arrestin complementation, luminescence; percent of 30 µM serotonin response | activation, % at 7.6 µM | P35363;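 active = activation above a run cutoff, the mean activation of all tested compounds plus 3 SD, cut at about 14% in these data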;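 also: 0% = plate median of compound wells and 100% = 30 µM serotonin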
Target sequence (P35363 whole entry, looked up): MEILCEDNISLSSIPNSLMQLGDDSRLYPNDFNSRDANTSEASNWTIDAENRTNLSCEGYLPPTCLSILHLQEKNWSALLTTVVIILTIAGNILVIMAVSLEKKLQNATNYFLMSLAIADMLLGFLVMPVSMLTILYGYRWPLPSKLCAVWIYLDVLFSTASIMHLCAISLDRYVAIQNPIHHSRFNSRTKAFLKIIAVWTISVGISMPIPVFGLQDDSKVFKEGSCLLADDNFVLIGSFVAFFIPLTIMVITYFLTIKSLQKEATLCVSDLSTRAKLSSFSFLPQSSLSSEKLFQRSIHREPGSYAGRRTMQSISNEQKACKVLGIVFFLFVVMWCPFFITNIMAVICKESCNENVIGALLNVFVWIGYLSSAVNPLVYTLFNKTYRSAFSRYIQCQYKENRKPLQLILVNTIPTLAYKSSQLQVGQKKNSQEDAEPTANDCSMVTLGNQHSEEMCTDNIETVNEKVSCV
PDI inh: inhibitors of human protein disulfide isomerase; P07237; PDI insulin aggregation turbidity, A650, 90 min; inhibition, % at 10 µM; 350,000 compounds, 0.052% hits; AID 588391;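 active = mean inhibition across replicates of 30% or more, whatever share of single replicates reach that level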;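 also: absorbance from insulin aggregation driven by PDI reduction with DTT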
Target sequence (P07237 whole entry, looked up): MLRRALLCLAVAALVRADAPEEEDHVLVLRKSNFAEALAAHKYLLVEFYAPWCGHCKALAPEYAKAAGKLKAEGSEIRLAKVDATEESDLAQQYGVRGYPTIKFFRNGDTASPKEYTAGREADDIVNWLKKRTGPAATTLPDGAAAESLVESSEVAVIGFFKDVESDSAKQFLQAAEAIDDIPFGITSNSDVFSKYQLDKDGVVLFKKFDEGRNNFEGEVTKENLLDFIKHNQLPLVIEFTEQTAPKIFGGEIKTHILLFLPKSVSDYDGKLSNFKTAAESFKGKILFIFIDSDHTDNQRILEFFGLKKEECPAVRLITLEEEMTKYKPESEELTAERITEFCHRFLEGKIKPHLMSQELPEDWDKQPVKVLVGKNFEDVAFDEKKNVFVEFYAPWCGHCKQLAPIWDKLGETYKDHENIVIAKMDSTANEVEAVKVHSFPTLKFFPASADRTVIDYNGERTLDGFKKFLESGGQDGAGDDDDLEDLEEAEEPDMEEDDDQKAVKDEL
Vif imaging: blocks HIV Vif function; HEK293T cells, Vif self-association by quenched fluorescence, imaging, 24 h; inhibition, % at 7.49 µM; 340,000 compounds, 0.35% hits; AID 602346; in the data active = inhibition above about 50%, passing the limit was not always enough; also: some results filed as inactive read as strong as hits
ABCB6 inh MLPCN: blocks the human ABCB6 transporter; Q9NP58; K562-ABCB6 porphyrin accumulation, flow cytometry, 1 h; stronger effect = lower value; fluorescence ratio to DMSO, % at 10 µM; 360,000 compounds, 0.19% hits;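 active = fluorescence ratio to DMSO below 75%, the collection mean minus 3 SD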;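 also: signal is porphyrin accumulated inside mitochondria; 100% equals median channel fluorescence of DMSO control wells; lower ratio means ABCB6 inhibition with less porphyrin fluorescence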
Glyco luc inh: blocks N-linked glycosylation in D54 reporter cells. D54 ERlucT glycosylation luciferase reporter, 24 h; percent of 100 nM tunicamycin response. reporter increase, % at 12.5 µM. 360,000 compounds, 0.23% hits. AID 588692;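 active = mean luciferase reporter signal, scaled so untreated is 0 and the glycosylation-blocking control 100, at or above a set limit in every replicate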;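 also: luciferase carries N-glycosylation sites so blocking glycosylation raises the light; 0% = median of neutral control wells and 100% = median of 100 nM tunicamycin wells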
CaV13 ICDI inh: Primary screen for inhibitors of IQ motif and Ca2+-dependent inactivation inhibitor domain binding in CACNA1D, Förster resonance energy transfer in living cells, …; HEK cells, CFP/YFP FRET ICDI-IQ, plate reader, 10 min; percent FRET-ratio fall versus neutral wells; inhibition, % at 12.3 µM; 340,000 compounds, 0.098% hits;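 active = mean replicate inhibition of at least 30% and at least 1% of replicates passing that level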;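 also: 0% = median of the neutral control wells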
MC4R antag cAMP: human MC4R antagonism in cAMP assay | P32245 | inhibition, % at 6.5 µM | 360,000 compounds, 0.48% hits | MC4R-expressing cells, MTII-stimulated cAMP, LANCE TR-FRET | AID 540295;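 active = inhibition above its plate's cutoff, the mean of tested wells on that plate plus 3 SD, cut at about 29% in these data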;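 also: 0% = Melanotan II alone and 100% = Melanotan II plus saturating MCL0020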
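Material – human MC4R-expressing U2OS cells · Repeats – no replicates · Detection – TR-FRET with Eu-cAMP and labeled anti-cAMP, 671 nm · Times – compound 30 min, challenge 1 h, detection 1 h · Compound – single nominal compound dose of 6.5 µM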
MC4R barr agon: human MC4R agonism via beta-arrestin. 360,000 compounds, 0.98% hits. U2OS MC4R beta-arrestin complementation, luminescence; percent of melanotan II response, DMSO zero. AID 540308. activation, % at 8.9 µM;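 active = activation above a per-plate cutoff, the mean activation of sample wells on that plate plus 3 SD, cut at about 8% in these data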
aDG glyco act: alpha-DG glycosylation activation; activation, % at 10 µM; 360,000 compounds, 0.22% hits; Pro5-aDG cells, alpha-DG glycosylation AlphaScreen (IIH6); 0% Pro5, 100% B10-LARGE cell signal;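 active = activation of at least 8% versus controls, or a plate z-score of at least 8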;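 also: Pro5 are CHO cells carrying HIG-tagged alpha-DG that lacks glycosylation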
Starred values were filed as active, the others as inactive; . = not tested or not shown.

SMILES	H9c2 protect	m5-HT2A agonist	PDI inh	Vif imaging	ABCB6 inh MLPCN	Glyco luc inh	CaV13 ICDI inh	MC4R antag cAMP	MC4R barr agon	aDG glyco act
O=C(NNC1CC(=O)N(c2ccccc2)C1=O)c1ccc(COc2ccccc2Cl)o1 (centres undefined)	-3	2	15	0	99	0	-18	-1	0.0	0.1
CC(Sc1nnc(-c2ccncc2)n1C)C(=O)Nc1ccc(N2CCOCC2)cc1 (centres undefined)	-2	0	-5	0	69*	1	-5	-2	-0.1	-0.1
FC(F)(Cl)c1nnc2ccc(Sc3ccccn3)nn12	-3	-1	-7	4	100	-3	-4	7	-3.5	-0.1
O=C(NNc1c(Cl)cccc1Cl)c1c(F)cccc1Cl	7	-1	-3	1	93	0	-6	11	-0.2	-0.1
CC(C)(C)OC(=O)N1CCN(C(=O)c2cccnc2Cl)CC1	0	1	3	-4	101	1	-3	12	-2.0	-0.1
CC(C)(C)c1ccc(OC(=O)c2ccc3nsnc3c2)cc1	-13	-1	0	0	97	2	-4	8	-0.1	0.0
CC(=O)N1CCN(S(=O)(=O)c2cccc(C(=O)Nc3ccc4c(c3)CCC4)c2)CC1	-11	-2	0	4	94	2	-4	10	-1.1	0.1
COc1ccc(S(=O)(=O)NC2CC2)cc1C(=O)N1CCOCC1	4	0	0	6	99	3	4	2	-1.4	-0.4
Cc1ccc(Nc2c(-c3ccco3)nc3ccccn23)cc1	-3	-5	-6	2	90	-1	-3	-4	0.1	1.1
NS(=O)(=O)c1ccc(-c2ccc(/C=C3\NC(=S)NC3=O)o2)cc1	13	2	-5	.	108	1	-12	-1	-2.4	0.0
CC(C)CC(c1nnnn1CC1CCCO1)N1CCN(C2CCCC2)CC1 (centres undefined)	15	0	5	4	97	1	-6	3	-1.2	0.0
Cn1nnnc1Sc1ncnc2scc(-c3cccc(S(C)(=O)=O)c3)c12	-17	-2	-1	-3	98	-16	-5	1	-0.1	0.5
COc1cccc(-c2noc(N)c2C#N)c1	9	-2	0	8	100	1	-5	-1	-1.8	0.2
Cc1ccc(C(=O)Nc2ccc3c(c2)OCCO3)c(C)c1	-24	2	-3	6	101	-22	-2	27	0.7	-0.1
O=C(Nc1ccccc1)C1CC2CCCC(C1)C2=O (centres undefined)	1	-1	7	-1	102	-1	-9	-2	0.1	-0.3
O=C(CN1C(=O)CCSc2ccc(S(=O)(=O)N3CCOCC3)cc21)Nc1ccccc1Cl	8	0	-1	3	100	-2	-2	-2	-1.9	-0.3
CC(=O)Nc1cccc(/C(C)=N/NC(=O)c2ccc(O)cc2)c1	1	-3	1	10	103	-1	-1	7	-1.5	-0.2
O=C(CN1C(=O)NC2(CCCC2)C1=O)N1CCc2ccccc2C1	0	2	23	-8	98	-2	-21	0	0.2	-0.3
CCOC(=O)C1=C(C)N(CCCCCC(=O)O)C(=O)NC1c1ccc(Br)cc1 (centres undefined)	5	2	10	1	96	4	-10	8	-0.2	-0.2
CC(C)C(NC(=O)c1ccc(Br)cc1)C(=O)NC1=NCCS1 (centres undefined)	0	0	0	-31	97	0	-11	1	-1.9	-0.2

Next section, overlapping the part above by three compounds.
SMILES	H9c2 protect	m5-HT2A agonist	PDI inh	Vif imaging	ABCB6 inh MLPCN	Glyco luc inh	CaV13 ICDI inh	MC4R antag cAMP	MC4R barr agon	aDG glyco act
O=C(CN1C(=O)NC2(CCCC2)C1=O)N1CCc2ccccc2C1	0	2	23	-8	98	-2	-21	0	0.2	-0.3
CCOC(=O)C1=C(C)N(CCCCCC(=O)O)C(=O)NC1c1ccc(Br)cc1 (centres undefined)	5	2	10	1	96	4	-10	8	-0.2	-0.2
CC(C)C(NC(=O)c1ccc(Br)cc1)C(=O)NC1=NCCS1 (centres undefined)	0	0	0	-31	97	0	-11	1	-1.9	-0.2
S=C1NCCOCCOCCOCCOCCNC(=S)NCCOCCOCCOCCOCCN1	-5	0	0	0	91	2	-5	3	-2.4	0.1
CCc1ccc(-c2nc(-c3ccncc3)no2)cc1	-36	2	-5	-4	108	-14	-7	0	1.1	0.0
CCOC(=O)CCc1c(C)c2ccc(OCc3ccc([N+](=O)[O-])cc3)cc2oc1=O	-3	12	-14	10	.	-1	.	11	13*	0.4
CC1(Oc2cccc(F)c2)CCN(Cc2csc3ccccc23)C1 (centres undefined)	-3	-6	-11	8	100	3	-5	3	1.7	-0.3
C=CCNC(=O)c1onc(CSc2ccc(F)cc2)c1C(=O)NCCOC	0	-2	3	10	100	2	-6	1	-2.0	0.0
NC(CSC(c1ccccc1)(c1ccccc1)c1ccc(-c2ccccc2)cc1)C(=O)O (centres undefined)	-10	-6	5	12	93	-2	-2	9	-1.9	-0.3
CCOC(=O)c1ccc(S(=O)(=O)Nc2nc3cc(S(=O)(=O)NC4=NCCCCC4)ccc3s2)cc1	0	-1	4	3	94	1	0	5	-1.6	-0.1
Cc1ccccc1NC(=S)N(Cc1cccnc1)Cc1ccco1	4	-2	2	-15	98	1	-3	15	-1.1	0.0
COC(=O)N1CCN(c2ccc(OC)cc2)CC1	8	3	13	-18	99	1	-6	-4	-2.4	-0.1
COc1ccc(CCNc2ccc(C(=O)O)cc2[N+](=O)[O-])cc1OC	12	2	5	-5	94	1	6	13	1.6	0.0
CCCSc1nc2c(c(=O)[nH]c(=O)n2C)n1CC(O)COc1ccccc1 (centres undefined)	3	3	-3	2	94	1	-5	17	0.3	0.7
COc1ccc(OC)c(C(c2nnnn2CCc2ccccc2)N2CCN(c3ccccc3)CC2)c1 (centres undefined)	3	-5	7	-5	86	-9	-4	19	-0.9	-0.1
Cc1ccc(C(=O)c2cc3ccccc3o2)cc1	-16	-4	-3	5	92	-8	-3	-4	-2.7	0.2
COC(C)(C)[C@]12CC(O)(c3ccccc3)ON1[C@H]1CCCCC1N2O (some centres undefined)	-6	-2	-4	-8	95	1	-5	-1	-1.2	0.0
Cc1cc(C(=O)N(NC(=O)C(C)C)c2ccccc2)cs1	-4	-3	-3	9	99	4	-5	-2	-0.9	0.2
CCc1ccccc1N=Cc1c(C)c(C#N)c2[nH]c3ccccc3n2c1=O	15	0	-1	3	114	1	-11	12	-0.6	-0.1
CCN1CCN(c2nc(-c3ccccn3)nc3ccccc23)CC1	0	-8	7	13	96	-3	-3	6	-1.6	0.0
Cc1ccc(C(=O)Nc2cccc(C(=O)NCc3ccccc3)c2)cc1	-3	-7	2	-9	88	-3	-3	-1	-0.7	0.5
CCCC(C)c1nnc(NC(=O)CCS(=O)(=O)c2ccccc2)s1 (centres undefined)	-6	7	-41	11	98	-11	-2	0	-2.0	1.7
Cc1cccc(C(O)c2ncc(-c3ccccc3)[nH]2)c1C (centres undefined)	-4	7	-7	.	92	3	-9	10	-0.2	-0.1
COc1cccc(C2Nc3ccccc3C(=O)N2O)c1O (centres undefined)	1	-3	1	15	107	1	-5	1	-1.4	-0.1
COc1ccc(Cl)cc1NC(=S)N1CCCCCC1	-9	2	4	7	105	2	-10	1	-1.8	0.1
COc1cccc2cc(-c3cc(=O)oc4cc(C)c(O)cc34)oc12	2	1	11	-7	99	1	-2	-4	1.6	0.0
CC(=O)C1=C(O)C(=O)N(c2ccc(O)cc2)C1c1ccccc1Cl (centres undefined)	6	-3	5	1	100	3	-21	3	0.0	0.0
Cc1cc(Cl)ccc1OCC(=O)Nc1ccccc1N1CCOCC1	6	0	-1	-11	90	-9	-4	7	2.7	0.4
CC1(C)C(=O)OC(C(=O)c2ccccc2)C2(CCCCC2)C1=O (centres undefined)	6	-2	1	7	98	0	-4	1	-2.0	-0.1
O=c1cc(CSc2nnc(-c3ccco3)o2)c2ccccc2[nH]1	-2	1	0	-8	98	-1	-5	4	0.0	0.0
Cc1ccc(C)c(NC(=O)CN(C)S(=O)(=O)c2ccccc2)c1	4	-2	5	-1	101	0	-7	2	-0.7	-0.1
CCOC(=O)c1ccc(CNC(=O)Cn2nnc(-c3ccccc3)n2)o1	0	1	-7	-1	97	1	-7	0	-0.3	0.6
COc1ccccc1NS(=O)(=O)c1cc(NC(=O)c2ccc(=O)[nH]c2)ccc1N1CCOCC1	17	0	0	2	98	-2	-3	16	-0.7	-0.2
CC(CC(=O)NCc1ccc(F)cc1)c1ccccc1 (centres undefined)	-1	5	-1	2	103	0	-4	21	0.2	0.0
CN(Cc1ccccc1Cl)C(=O)C1CCC(=O)N(CCc2cccc(F)c2)C1 (centres undefined)	0	5	6	0	102	1	-4	-4	0.4	0.0
O=C(Nc1ccccc1)c1cc(C2COCCN2C(=O)CCCc2ccccc2)on1 (centres undefined)	8	-3	3	-1	96	-2	-5	6	0.6	-0.3
CC1CCCCN1Cc1ccc(-c2nn[nH]n2)cc1 (centres undefined)	9	-7	-2	6	103	3	-5	-8	-2.2	-0.2
COc1cc(C)c(CN2CCSCC2)cc1C	0	1	2	2	98	1	-20	6	0.5	0.2
CN(C)C(CNC(=O)c1ccc(S(=O)(=O)Nc2ccccc2F)cc1)c1ccccc1 (centres undefined)	1	-12	-1	10	96	-3	-2	-3	-1.7	-0.1
Cc1cc(NC(=O)c2cccnc2Cl)ccc1NC(=O)c1cc2ccccc2o1	6	11	-11	-4	100	0	-4	13	-0.4	0.2
CCCCCCCCCCCCN1C/C(=C\C(=O)OCC)c2cc(C(F)(F)F)ccc2S1(=O)=O	-4	6	10	-3	97	-7	-4	-2	0.0	0.5
COc1cc2nc(Nc3ccc(C)c(Cl)c3)nc(N)c2cc1OC	-20	-1	-13	-25	95	-6	-16	0	11*	-0.5
O=C(CCCc1ccccc1)NCCc1ccc(F)cc1	9	1	0	-10	95	1	-4	0	-1.7	0.7
Cc1ccc(C(=O)N2CCc3ccccc32)cc1	-6	-1	-11	-2	104	-1	-5	2	-1.2	0.2
CC(C)Cc1cc(C(=O)N2CCCC(C(=O)c3cc(F)ccc3F)C2)n(C)n1 (centres undefined)	-1	-1	-2	-4	95	-1	-3	11	-3.8	0.6
Cc1ccc(Cl)cc1NC(=O)c1ccccc1OCC(=O)N1CCOCC1	0	-6	3	.	99	.	-5	-1	-0.3	-0.1
O=S(=O)(NCC1CCN(c2ccc(S(=O)(=O)N3CCOCC3)cc2)CC1)c1ccc(F)cc1	-5	-10	-9	13	98	-5	-2	15	-1.1	1.4
CCN(C(=O)COC(=O)/C=C/c1ccccc1Cl)c1c(N)n(Cc2ccccc2)c(=O)[nH]c1=O	0	-2	-9	0	97	-1	-1	-3	-4.4	0.9
S=c1[nH]nc(COc2ccccc2)n1/N=C/c1cccs1	-8	-5	13	-3	101	2	-4	1	-2.6	0.3
COc1ccc(C(CNC(=O)Cc2c(F)cccc2Cl)N2CCCCC2)cc1 (centres undefined)	2	-2	-3	0	108	-3	-2	-3	0.8	0.4
